inhibitors of VEEV = inhibitors of VEEV TC-83 cytopathic effect, confirmation, Vero cells (AID 588727); 350,000 compounds, 0.13% hits; inhibition, % at 20 µM, or IC50 in µM where a hit was titrated; Vero cells, VEEV TC-83 cytopathic effect inhibition; higher % means a stronger effect; in the data active = a potency from the dose series; inconclusive = inhibition mostly from about 14% at the one dose, without a potency; inactive = the rest, 99 in 100 with inhibition below about 12%; note: strong numbers were not always called active
influenza NS1A = NS1A inhibition, H1N1 influenza, cell based functional assay (AID 504329); NS1A functional cell-based assay, percent inhibition; higher % means a stronger effect; 340,000 compounds, 0.3% hits; inhibition, % at 12.5 µM, or IC50 in µM where a hit was titrated; in the data active = a potency from the dose series; inconclusive = inhibition above about 27% without an active follow-up result; note: strong numbers were not always called active
PhoP GFP inhibition = PhoP regulon inhibitors, Salmonella typhi PhoP promoter GFP reporter, confirmatory (AID 1850); 310,000 compounds, 0.33% hits; Salmonella Typhi PhoP-promoter GFP reporter, fluorescence, 4 h; higher % means a stronger effect; one-dose inhibition, % at 50 µM; IC50 in µM for titrated hits; in the data active = a potency from the dose series; inconclusive = inhibition mostly from about 25% at the one dose, without a potency; inactive = the rest, 99 in 100 with inhibition below about 19%;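 note: 0% = induced wells with vehicle and 100% = uninduced wells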
tuberculosis growth = growth inhibition of non-replicating M. tuberculosis (AID 488890); one-dose inhibition, % at 25 µM; IC50 in µM for titrated hits; Mycobacterium tuberculosis non-replicating, growth inhibition; higher % means a stronger effect; 320,000 compounds, 0.39% hits; in the data active = a potency from the dose series; inconclusive = inhibition mostly from about 82% at the one dose, without a potency; inactive = the rest, 99 in 100 with inhibition below about 76%;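 note: plate controls were DMSO cells for no effect and high antibiotic wells for full effect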
H37Rv inhibition = M. tuberculosis growth inhibition, HTS (AID 449762); one-dose inhibition, % at 25 µM; IC50 in µM for titrated hits; 330,000 compounds, 0.59% hits; M. tuberculosis H37Rv growth inhibition, 7H9 media; higher % means a stronger effect; in the data active = a potency from the dose series; inconclusive = inhibition above about 70% without an active follow-up result;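 note: bacterial growth assessed after seven days of incubation; strong numbers were not always called active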
inhibitors of VEEV 10K pilot screen = also measured in inhibitors of VEEV; calls as there; inhibition, %; measured here: 10K pilot screen inhibition
Active calls of the source: *; i = inactive; u = inconclusive; x = not tested or not shown; & = joins results of further samples.

SMILES	inhibitors of VEEV	influenza NS1A	PhoP GFP inhibition	tuberculosis growth	H37Rv inhibition	others
Cc1cc(NC(=O)CN2CCCCC2C)no1 (stereo unspecified)	1.8%	-8%	4%	-24%	-5%
COc1cccc(N(C(=O)Cn2nnc(-c3cccs3)n2)C(C(=O)NC2CCCCC2)c2ccncc2)c1 (stereo unspecified)	i	2%	-5%	0%	-5%
CCC(CC)Nc1ccc(C(CC(N)=O)NC(=O)Cc2ccc(Br)cc2)cc1[N+](=O)[O-] (stereo unspecified)	i	-1%	-1%	-11%	-1%
COc1ccccc1CCNC(=O)C(=O)NCC1OCCN1S(=O)(=O)c1cc(F)ccc1F (stereo unspecified)	0.6%	5%	5%	33%	-2%	inhibitors of VEEV 10K pilot screen=0.9
N#C/C(=C\c1cn(Cc2ccccc2F)c2ccccc12)C(=O)NCc1ccco1	0.3%	-1%	-10%	2%	4%
CC(=O)c1cc(C#N)c(N(C)Cc2ccccc2)nc1C	4.1%	-3%	5%	2%	-6%
Cc1sc2ncnc(SCC(=O)NC3CCCC3)c2c1C	2.3%	12%	7%	79%	2%
Cc1ccc(C(c2nnnn2C2CCCC2)N2CCN(c3nc4ccccc4s3)CC2)cc1 (stereo unspecified)	i	4%	-6%	x	-1%
COC(=O)c1cccc(-n2[nH]nnc2=S)c1	4.7%	5%	-7%	74%	1%
CC(=O)c1ccc(C(=O)N2CCCC(C(=O)c3ccc(Cl)cc3)C2)s1 (stereo unspecified)	0.9%	3%	-6%	26%	3%
Cc1ccc2c(c1)N(C(C)C(=O)NCc1ccc3c(c1)OCO3)C(=O)CO2 (stereo unspecified)	0.2%	-18%	18%	-23%	1%
CC(=O)c1ccc(NC(=O)N2CCN(c3cccc(Cl)c3)CC2)cc1	2.8%	0%	2%	42%	u
Cc1cc(C)n(CCCN2C(=O)c3cccc4cccc(c34)C2=O)n1	1.0%	3%	0%	28%	5%
O=[N+]([O-])c1cc(-c2ccc(/C=N/n3cnnc3)o2)ccc1Cl	0.2%	4%	-8%	20%	16%
O=C(CSc1nnc(CNC(=O)c2c(F)cccc2F)o1)Nc1ccc2c(c1)OCO2	2.5%	1%	-6%	4%	-11%
CCOc1ccc(C(=O)NCC(=O)OCC(=O)Nc2nnc(-c3ccccc3)o2)cc1	2.4%	0%	x	-10%	-4%
Clc1ccc(CSC(Cn2ccnc2)c2ccc(Cl)cc2Cl)cc1 (stereo unspecified)	4.7%	-6%	0%&-19%	67%	u
COc1ccc(CNC(=O)C/C(C)=N/NC(=O)COc2ccc(C)cc2Br)cc1	5.9%	-9%	-2%	10%	4%
CCOC(=O)N1CCN(c2nc(C)cc(C(F)(F)F)n2)CC1	1.8%	7%	-6%	-15%	x
CC1CCN(C(=O)CCNS(=O)(=O)c2ccc3c(c2)c(=O)n(C)c(=O)n3C)CC1	0.3%	-4%	1%	-25%	-2%

Gathered by group, the compounds so far with fluorine.
SMILES	inhibitors of VEEV	influenza NS1A	PhoP GFP inhibition	tuberculosis growth	H37Rv inhibition	others
COc1ccccc1CCNC(=O)C(=O)NCC1OCCN1S(=O)(=O)c1cc(F)ccc1F (stereo unspecified)	0.6%	5%	5%	33%	-2%	inhibitors of VEEV 10K pilot screen=0.9
N#C/C(=C\c1cn(Cc2ccccc2F)c2ccccc12)C(=O)NCc1ccco1	0.3%	-1%	-10%	2%	4%
O=C(CSc1nnc(CNC(=O)c2c(F)cccc2F)o1)Nc1ccc2c(c1)OCO2	2.5%	1%	-6%	4%	-11%
CCOC(=O)N1CCN(c2nc(C)cc(C(F)(F)F)n2)CC1	1.8%	7%	-6%	-15%	x

Returning to the listing, repeating the 2 entries before the break.
SMILES	inhibitors of VEEV	influenza NS1A	PhoP GFP inhibition	tuberculosis growth	H37Rv inhibition	others
CCOC(=O)N1CCN(c2nc(C)cc(C(F)(F)F)n2)CC1	1.8%	7%	-6%	-15%	x
CC1CCN(C(=O)CCNS(=O)(=O)c2ccc3c(c2)c(=O)n(C)c(=O)n3C)CC1	0.3%	-4%	1%	-25%	-2%
Cc1ccc(S(=O)(=O)NC(=O)N2CCN(Cc3c(F)cccc3Cl)CC2)cc1	1.9%	-20%	-2%	-10%	-14%
O=C(NC1CC1)C1=C[C@@H](c2ccc(C(F)(F)F)cc2)C[C@@H](OCc2ccc(CO)cc2)O1	6.8%	1%	-4%	19%	19%
Cc1ccccc1-n1c(O)c(C(c2ccncc2)c2c(O)n(-c3ccccc3C)c(=O)[nH]c2=O)c(=O)[nH]c1=O	0.2%&2.3%	-3%	-6%&6%	-9%&-12%	9%&-2%
CC(Sc1nnc(-c2ccccc2F)n1C1CC1)C(=O)NC(N)=O (stereo unspecified)	0.7%	-11%	0%	-31%	6%
O=C1Nc2ccc(Cl)cc2/C1=C/C1CC=CCC1 (stereo unspecified)	0.8%	28%	-17%	46%	-16%
C=CCN1C(=O)C2(OCCCO2)c2cccc(Cl)c21	0.3%	-7%	0%	2%	-2%
COc1ccccc1CN1CC(C(=O)N2CCOCC2)CCC1=O (stereo unspecified)	6.0%	-4%	-4%	-4%	-9%
COC(=O)/C(=C\c1ccc(O)cc1)c1nc2ccccc2[nH]1	0.3%	5%	-9%	-13%	-2%
COc1ccc(S(=O)(=O)N2CC(C(=O)O)Oc3ccc(Cl)cc32)cc1 (stereo unspecified)	1.1%	-21%	-10%	-4%	6%
O=C(O)c1ccc(-c2nnc(-c3ccccc3)o2)cc1	i	-7%	-11%	11%	2%
Cc1ccc(CNc2cc(C(=O)O)ccc2C)s1	7.7%	14%	-11%	9%	2%
Cc1ccc(C(=O)Nc2cccc(C(O)c3ccccc3)c2)cc1 (stereo unspecified)	3.0%	11%	4%	8%	-6%
Cc1cc(C)n(CCC(=O)N/N=C/c2ccc(O)cc2)n1	0.2%	-3%	5%	-15%	-2%
CCN1CCN(CCCNC(=O)CS(=O)(=O)Cc2nc(-c3ccccc3C)oc2C)CC1	1.1%	-1%	-5%	-2%	-2%
COc1ccccc1CC(=O)NNS(=O)(=O)c1ccc([N+](=O)[O-])cc1	i	-7%	1%	12%	5%
CS(=O)(=O)Cc1ccc(C(=O)N2CCN(C(=O)c3cccs3)CC2)cc1	6.8%	-11%	x	2%	6%
O=c1ccc(Cc2ccc(Cl)cc2)n[nH]1	i	-12%	-2%	9%	-3%
Cc1noc(C)c1C(=O)Nc1nc2ccc(S(C)(=O)=O)cc2s1	2.9%	-11%	-3%	14%	-10%
Fc1ccc(N2CN(Cc3cccnc3)CNC2=S)cc1	0.9%	x	4%	15%	5%
CCOc1ccc(Cc2n[nH]c(=S)n2Cc2ccccc2)cc1	i	-4%	-5%	-27%	7%
Cc1c(N2C(=O)CSC23C(=O)Nc2ccccc23)c(=O)n(-c2ccccc2)n1C (stereo unspecified)	i	-1%	-6%	1%	-2%
CN1C[C@H]2CON(C)[C@H]2C[C@H]1c1cccc(Br)c1	0.3%	-13%	x	x	x
COc1ccc(CCNC(=O)CCNC(=O)c2ccc(Br)cc2)cc1OC	i	-9%	-12%	3%	13%
CCn1cc(C(=O)O)c(=O)c2cc(F)c(N3CCN(C(=S)NC(=O)c4ccccc4C)CC3)cc21	2.0%	13%	15µM*	u	38%
CC(=O)Nc1ccccc1NC(=O)C(F)(F)F	0.7%	-2%	3%	-7%	-8%
NC12CC3CC(C1)CC(O)(C3)C2	i	-3%	-3%	-6%	-4%
O=S(=O)(c1ccc(Br)s1)N1CCN(c2ncccn2)CC1	i	2%	2%	12%	-4%
Cc1ccc(S(=O)(=O)N(Cc2cc3cccc(C)c3[nH]c2=O)c2ccccc2)cc1	1.1%	-13%	-7%	-4%	-3%
CC(=O)c1cccc(S(=O)(=O)NCCC(=O)NC2CCCCCC2)c1	0.4%	-7%	x	12%	3%
COc1cc(Br)c(CNCCc2ccc3c(c2)OCO3)cc1OC	i	3%	2%	8%	2%
C/C(=N/NS(=O)(=O)c1ccccc1)c1ccc(NC(=O)C(F)(F)F)cc1	1.0%	-9%	-1%	-18%	-3%
COC(=O)CCC(=O)Nc1nc(-c2ccccc2)cs1	0.5%	-19%	1%	38%	-4%
O=C(/C=C/c1ccc(Cl)cc1)Nc1ccc(N2CCCCC2)cc1	1.3%	-1%	10%	5%	-4%
COc1ccc(N(CC(=O)NCCSc2ccccn2)S(C)(=O)=O)cc1	1.5%	3%	-11%	8%	-14%
CCOC(=O)C1=C(COC(=O)CCNS(=O)(=O)c2ccc(NC(C)=O)cc2)NC(=O)NC1C (stereo unspecified)	1.6%	8%	-4%	1%	-3%
CC(C)CN(CC(C)C)c1nc(N)c(C#N)c(CC#N)c1C#N	3.4%	-13%	-12%	2%	-1%
Cc1ccc(CNC(=O)CN(C(=O)C2(C)CC(=O)N=C3C=CC=CN32)c2cccc(C)c2C)cc1 (stereo unspecified)	0.7%	3%	7%	15%	3%
COc1cc(CN2CCN(c3ccccc3F)CC2)cc(OC)c1O	2.9%	-22%	-10%	-11%	-6%
O=C(CCCCn1c(=O)c2ccccc2n(CC(=O)Nc2cccc(F)c2)c1=O)NCc1ccco1	6.1%	-4%	13%	2%	4%
O=C(Cc1ccc(F)cc1)N1CCC(CC2CC(c3cccc(Br)c3)=NO2)(C(=O)NCC2CCCCC2)CC1 (stereo unspecified)	0.3%	6%	-9%	37%	u

2 compounds drawn at random from those above:
SMILES	inhibitors of VEEV	influenza NS1A	PhoP GFP inhibition	tuberculosis growth	H37Rv inhibition	others
CCn1cc(C(=O)O)c(=O)c2cc(F)c(N3CCN(C(=S)NC(=O)c4ccccc4C)CC3)cc21	2.0%	13%	15µM*	u	38%
COc1cc(CN2CCN(c3ccccc3F)CC2)cc(OC)c1O	2.9%	-22%	-10%	-11%	-6%

The results go on.
SMILES	inhibitors of VEEV	influenza NS1A	PhoP GFP inhibition	tuberculosis growth	H37Rv inhibition	others
COc1cc(CNC(=O)c2ccccc2NC(=O)C2=C(C)OCCS2)cc(OC)c1OC	1.6%	-4%	6%	4%	-1%
COCCNC(=O)c1ccc2c3n(nc2c1)-c1ccccc1CO3	3.6%	16%	-2%	-14%	-3%
S=c1[nH]nc(-c2ccc(Br)cc2)n1Cc1ccccc1	0.9%	1%	-3%	-22%	5%
O=C(CSc1nnc(-c2cccnc2)n1Cc1ccco1)c1ccc(Cl)c(Cl)c1	3.4%	1%	12%	71%	3%
Cc1cccc(NC(=S)N2CCN(S(=O)(=O)c3cccc(F)c3)CC2)c1	3.3%	3%	5%	2%	2%
CCSc1nc2c(c(=O)[nH]1)C(C(C)C)C(C#N)=C(N)O2 (stereo unspecified)	1.5%	-6%	-11%	-2%	-6%
Cn1cc(C(=O)N/N=C/C2=C(N3CCOCC3)C(=C/c3ccc([N+](=O)[O-])cc3)/CC2)ccc1=O	1.2%	-6%	-1%	17%	2%
CC(C(=O)O)N(c1ccccc1Cl)S(C)(=O)=O (stereo unspecified)	0.1%	-5%	-28%	-11%	31%
CC(C)NC(=O)CN(c1cccc(Br)c1)S(C)(=O)=O	i	3%	-6%	0%	2%
COc1cccc(CC(=O)Nc2nc3ccccc3[nH]2)c1	1.0%	-5%	-8%	9%	39%
O=C(Nc1cccc(Cl)c1)Nc1ccccc1C(=O)O	1.4%	-5%	-1%	-5%	-5%
Nc1nonc1-n1nnc(C(=O)N/N=C/c2cccnc2)c1-c1ccccc1	3.2%	-3%	0%	0%	-3%
O=C(N/N=C/c1cccs1)c1cc(-c2ccc3ccccc3c2)n[nH]1	9.9%	1%	8%	-6%	-4%
COc1cc(OC)cc(C(=O)N[C@H](C(=O)Nc2cc(F)ccc2C)C(C)C)c1	1.5%	4%	-7%	1%	0%
COC(=O)c1ccc(OC)c(CN2CCCN(Cc3ccc(F)cc3)S2(=O)=O)c1	0.7%	2%	-2%	5%	13%
Cc1nc2sc(C(c3ccco3)N3CC(C)OC(C)C3)c(O)n2n1 (stereo unspecified)	0.2%	-22%	-11%	-15%	-2%
O=C(NC(=O)c1c(F)cccc1F)Nc1cc(Cl)c(F)c(Cl)c1F	1.1%	-2%	-4%	-2%	1%
O=C(CS(=O)(=O)Cc1ccccc1)Nc1ccc(S(=O)(=O)N2CCOCC2)cc1	1.2%	6%	-4%	-9%	-7%
c1ccc(-c2ccccc2OCCCN2CCCC2)cc1	i	24%	-4%	5%	-4%
CCCCNS(=O)(=O)c1ccc2nc(-c3cccnc3)cc(C(=O)NCCCN(CC)CC)c2c1	x	x	-3%	5%	1%
O=C(OCc1ccc(Cl)c(Cl)c1)c1ccc[nH]1	1.4%	-4%	-5%	51%	10%
O=C(Nc1cccnc1)c1ccc(CSc2ccccc2)cc1	0.9%	-2%	-5%	66%	0%
C=C1CCC(O)C2(C)CCC3C(C)C(=O)OC3C12O (stereo unspecified)	0.6%	-3%	-4%	-10%	-3%
c1ccc(CCn2nnnc2C(c2cccnc2)N2CCN(c3nc4ccccc4s3)CC2)cc1 (stereo unspecified)	1.3%	5%	-6%	57%	5%

From PubChem BioAssay
